SUMO Mot1 rescue: inhibitors of SUMOylation pathway: yeast Mot1-301 growth rescue; S. cerevisiae Mot1-301 growth rescue, ATP luminescence, 38.5C; percent above DMSO median, 100 means doubled; growth rescue, % at 18.8 µM; 320,000 compounds, 1% hits;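 active = every valid replicate shows activation above 250% relative to neutral control wells; inactive = the rest, any valid replicate at or below 250%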;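 also: OY570 slx delta 5 strain wells were the positive control but not used for scaling; some compounds called inactive have numbers as strong as hits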
AddAB inh: less growth of phage-infected E. coli with AddAB. E. coli expressing H. pylori AddAB, absorbance growth. inhibition, % at 11.9 µM. 330,000 compounds, 0.29% hits; in the data active = inhibition above about 12%;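 also: 0% = vehicle wells of infected cells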
Pemphigus Ab inh: inhibitors of pemphigus antibody binding to human desmoglein-3 | 310,000 compounds, 0.48% hits | DSG3-coupled beads, scFv-anti-DSG3-GFP binding, flow cytometry; stronger effect = lower value | AID 588358 | binding (percent of control), % at 10 µM;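 active = binding more than 3 SD below its plate's average and above zero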; also: some compounds called inactive have numbers as strong as hits
Target sequence (P32926 whole entry, looked up): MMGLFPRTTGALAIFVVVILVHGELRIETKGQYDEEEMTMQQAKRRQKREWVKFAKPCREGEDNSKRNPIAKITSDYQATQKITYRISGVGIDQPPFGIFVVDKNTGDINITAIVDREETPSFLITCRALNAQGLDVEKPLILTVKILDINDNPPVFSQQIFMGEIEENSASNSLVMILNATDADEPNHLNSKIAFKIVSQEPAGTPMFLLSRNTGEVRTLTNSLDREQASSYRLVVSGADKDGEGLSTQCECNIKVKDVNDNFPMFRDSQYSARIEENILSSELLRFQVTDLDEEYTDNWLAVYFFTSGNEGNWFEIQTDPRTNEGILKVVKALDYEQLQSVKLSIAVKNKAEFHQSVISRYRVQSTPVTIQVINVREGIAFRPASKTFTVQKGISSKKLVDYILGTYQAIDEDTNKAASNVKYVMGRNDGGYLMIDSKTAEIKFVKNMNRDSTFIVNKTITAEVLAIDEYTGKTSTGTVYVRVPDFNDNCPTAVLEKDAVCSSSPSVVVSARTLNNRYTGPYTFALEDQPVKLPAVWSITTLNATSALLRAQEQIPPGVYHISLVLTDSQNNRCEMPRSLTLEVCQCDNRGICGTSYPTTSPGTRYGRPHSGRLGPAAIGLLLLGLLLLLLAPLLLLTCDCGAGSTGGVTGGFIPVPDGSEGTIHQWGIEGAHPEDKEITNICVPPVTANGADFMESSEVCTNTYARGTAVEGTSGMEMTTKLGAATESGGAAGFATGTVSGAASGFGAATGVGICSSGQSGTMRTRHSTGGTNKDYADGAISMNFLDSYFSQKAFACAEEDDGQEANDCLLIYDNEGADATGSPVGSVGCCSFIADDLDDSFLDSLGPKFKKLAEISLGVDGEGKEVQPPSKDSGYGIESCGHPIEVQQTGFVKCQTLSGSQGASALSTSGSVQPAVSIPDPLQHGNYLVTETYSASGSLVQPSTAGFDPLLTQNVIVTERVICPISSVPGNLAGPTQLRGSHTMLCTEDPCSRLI
PKA-R1A activ: activates the PKA-R1A holoenzyme complex; 340,000 compounds, 0.083% hits; PKA-R1A dissociation, Cy5-IP20 fluorescence polarization; scaled: DMSO 0%, 113 µM cGMP 100%; P00514+P68181; activation, % at 11.4 µM;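 active = percent activation above the mean of all tested compounds plus 3 SD, cut at about 19% in these data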;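 also: higher means more PKAc released from R1A so a rise in polarization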
Arrestin-AP2 inh: blocks beta-arrestin peptide binding to AP2 adaptin; FITC-arrestin peptide / GST-AP2 beads, flow cytometry; AP2 beta2 appendage carries R879A mutation; inhibition, % at 10 µM; 340,000 compounds, 0.31% hits;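 active = inhibition above a set limit, near 3 SD of compounds lacking own fluorescence, cut at about 54% in these data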;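 also: plate controls were DMSO wells for no effect and 5 µM unlabelled arrestin peptide for full effect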
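Assay system: GST-AP2 R879A bound to glutathione beads, E. coli-expressed; Medium: PBS with 0.05% Tween 20 and 0.1% BSA; Also added: fluorescein-tagged arrestin peptide at 50 nM final; Timing: 12 min plus 1 h, RT; Measured by: flow cytometry, FL1 (488/535 nm); Evaluation: percent drop in bead-associated FITC signal.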
PfHsp90 set2: reduces growth (ATP signal) of yeast expressing P. falciparum Hsp90. inhibition, % at 9.4 µM. 310,000 compounds, 0.32% hits. S. cerevisiae expressing PfHsp90, BacTiter-Glo ATP, 48 h; yeast lacking PDR1 and PDR3 efflux regulators;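 active = every replicate shows inhibition above about 80%, whatever the replicate mean, limit read from the data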;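 also: 0% = DMSO neutral controls and 100% = 20 µM radicicol positive controls; yeast relying on Plasmodium falciparum Hsp90 in place of its own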
E coli growth: bacterial growth inhibition, counter-screen for AddAB inhibitors; 330,000 compounds, 0.27% hits; AID 449728; E. coli V3065 growth, OD600 absorbance, 18 h; inhibition, % at 11.9 µM;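 active = inhibition above the campaign's mean inhibition across all tested compounds plus 3 SD, cut at about 9.9% in these data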;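 also: uninfected addAB+ strain grown without phage in ampicillin broth; 0% = DMSO wells and 100% = ciprofloxacin 0.95 µg/ml wells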
Tat export inh: inhibitors of E. coli Tat protein transport | E. coli MC4100 TorA-mCherry Tat export, fluorescence | inhibition, % at 10 µM | 340,000 compounds, 0.036% hits | AID 488895;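 active = mean replicate inhibition at least 50% and at least half of replicates individually reaching 50%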;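 also: exported cargo escapes ClpAP degradation while cytoplasmic cargo is degraded and loses fluorescence; 0% = median of neutral control wells and 100% = median of NaSCN control wells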
OPRM1-OPRD1 inv: inverse agonists of human mu-delta opioid receptor heterodimerization; inhibition, % at 9.3 µM; 340,000 compounds, 0.21% hits; P35372+P41143; AID 504357; cell-based MOR-DOR heterodimer luminescence, inverse agonism; in the data active = inhibition above about 22%, passing the limit was not always enough;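 also: 0% = cells with DMSO and 100% = wells without cells with DMSO; values of inactives mirror those of a sister screen read the other way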
phage Ecoli inh: E. coli growth loss with phage present. growth absorbance. inhibition, % at 11.9 µM. 360,000 compounds, 0.26% hits. AID 651602; in the data active = inhibition above about 11%
MOR-DOR ag: agonists of human mu-delta opioid receptor heterodimerization; cells, OPRM1-OPRD1 heterodimerization, luminescence; activation, % at 9.3 µM; 340,000 compounds, 0.3% hits; P35372+P41143; in the data active = activation above about 18%;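 also: 0% = vehicle-treated cells and 100% = reference agonist; values of inactives mirror those of a sister screen read the other way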
* marks the source's active call; other numbers are inactive results; nt = not tested or not shown.

SMILES	SUMO Mot1 rescue	AddAB inh	Pemphigus Ab inh	PKA-R1A activ	Arrestin-AP2 inh	PfHsp90 set2	E coli growth	Tat export inh	OPRM1-OPRD1 inv	phage Ecoli inh	MOR-DOR ag
Cc1ccnc2nc(C(=O)OCC(=O)c3ccc(Cl)cc3)nn12	-6	3.4	107	3	23	-2	1.4	1	1	-1.9	-0.2
N#Cc1ccccc1NC(=O)Nc1ccc(Cl)cc1	-6	3.5	101	1	11	-2	0.2	1	8	2.5	-1.4
O=C(Nc1ccccn1)c1ccc2c(c1)OCO2	-28	-1.5	98	1	-9	27	0.0	5	6	3.1	-1.3
Cc1cc(NCc2ccccn2)nc2ccccc12	1	1.5	99	-13	6	-53	0.2	-13	9	0.9	-1.7
C=CCOC(=O)C(C#N)c1nc2ccccc2nc1N1CCN(c2ccccc2OCC)CC1 (stereo not drawn)	27	3.3	101	-2	-2	-14	0.8	-3	13	5.3	-2.6
CN1C(N)=NC(=O)/C1=C/c1ccc(F)cc1	-2	2.3	102	nt	4	nt	2.0	nt	nt	1.5	nt
CCN(C(=O)COC(=O)c1cc([N+](=O)[O-])ccc1N1CCOCC1)C1CCS(=O)(=O)C1 (stereo not drawn)	-4	5.7	104	0	4	11	-3.7	-8	13	4.9	-2.0
CC(C)(CNC(=O)c1ccc(S(=O)(=O)N2CCCC2)cc1)N1CCOCC1	-3	1.5	nt	9	2	-2	0.9	14	-7	1.5	1.6
COc1ccc(C2C3=C(Nc4ncnn42)c2ccccc2CCC3)cc1 (stereo not drawn)	9	4.3	80	-5	10	21	0.6	-8	-3	1.2	0.6
CC1CCCN(C(=S)NCCc2ccccc2)C1 (stereo not drawn)	nt	0.2	99	-4	-6	-14	-0.6	-3	6	1.6	-1.1
C1CCC(NC2=NCCC2)CC1	-15	1.0	96	0	22	14	4.3	-1	10	3.9	-1.9
Cc1ccc(-n2ncc3c(NNC(=O)c4cccs4)ncnc32)cc1	8	1.9	126	-3	19	nt	-1.7	-8	9	0.6	-1.8
COC(=O)c1oc2c(c1C)C(=O)CCC2	-15	2.7	98	nt	25	nt	-0.7	nt	nt	1.2	nt
CCCCCn1c(=O)[nH]c2cc(C(=O)NCCN3C(C)CCCC3C)ccc2c1=O (stereo not drawn)	134	1.2	nt	-9	3	7	-1.8	29	8	2.0	-1.1
Cc1ccccc1-n1c(=O)c2c(n3cnnc13)-c1ccccc1CC21CCCCC1	17	3.2	nt	-6	1	12	1.7	0	5	0.0	-1.0
CC(C)NC(=O)N(Cc1ccccc1)Cc1cccs1	5	3.5	101	-10	25	1	1.2	-5	16	-0.5	-3.3
O=C(c1cccc(F)c1)N1CCCC(C(=O)N2CCCCC2)C1 (stereo not drawn)	17	2.9	104	2	6	-12	0.1	-6	15	2.4	-3.0
Cc1ccc(S(=O)(=O)Nc2ccc3c(c2)nc(C)n3C)cc1	-15	-0.6	101	-4	-34	-3	-0.6	26	22	1.7	-4.2
O=C(NN1C(=O)NC2(CCCCC2)C1=O)c1ccc(-c2ccccc2Cl)o1	-5	1.5	111	1	26	22	-0.9	-6	1	1.3	-0.3
O=C(/C=C/c1cccc(O)c1)c1cccnc1	15	-0.9	91	-9	-14	0	-3.8	-10	17	4.9	-3.3
CCN1CCCC1CN(Cc1cc2cc(OC)ccc2[nH]c1=O)C(=O)NCc1ccccc1 (stereo not drawn)	-7	1.3	112	2	4	-5	2.6	3	2	0.2	-0.3
O=C(NCCc1ccccc1)c1cccc(Br)c1	-5	6.7	115	-2	31	-8	4.0	5	6	3.4	-1.1
O=C(Nc1cccc(Cl)c1)Nc1csc([N+](=O)[O-])c1	14	2.4	96	nt	-6	37	-0.2	3	nt	-0.6	nt
CS(=O)(=O)c1nc(-c2ccccc2)cc(C(F)(F)F)n1	70	1.3	nt	-1	17	-5	1.0	1	0	-0.8	0.0
COc1ccc(C2CC(=O)N3C(=C2C#N)SCC3(O)c2ccccc2)cc1 (stereo not drawn)	2	-0.4	115	-1	-4	15	-1.2	-4	7	2.1	-1.2
CC1=NN(C(=O)Cc2ccc([N+](=O)[O-])cc2)C(O)(c2cccnc2)C1 (stereo not drawn)	-8	0.7	99	-1	31	nt	-0.9	-8	13	2.6	-2.5
COCC(C)NC(=O)CSc1nc2cc(S(=O)(=O)N3CCCCC3)ccc2o1 (stereo not drawn)	3	-4.5	107	-5	0	2	-2.1	-2	11	0.1	-2.7
CCN(CC)S(=O)(=O)c1ccc(N2CCOCC2)c(NC(=O)c2cc([N+](=O)[O-])ccc2Cl)c1	13	4.7	99	-20	-1	5	-2.9	-3	3	4.8	-0.5
CC(=O)c1ccc(N2CCN(C(=O)c3cccs3)CC2)c(F)c1	4	3.9	99	-5	24	-7	3.3	-8	18	5.0	-3.7
Cc1cccc(N2CCN(C(=O)CCCn3c(=S)[nH]c4cc5c(cc4c3=O)OCO5)CC2)c1C	448	7.1	nt	3	-3	-43	3.4	-1	6	2.0	-1.3
Cc1nn(C(C)(C)C)c(OC(=O)c2cccs2)c1Sc1ccccc1	-18	0.8	99	-5	38	-4	1.2	1	-21	-0.5	4.2
N#Cc1ccccc1S(=O)(=O)N1CCN(CC(=O)NC(=O)NC2CCCCC2)CC1	-1	0.0	102	-11	6	18	-0.2	-3	-3	3.7	0.6
Cc1ccnc(NC(=O)c2cc3ccccc3o2)c1	-15	-2.2	98	-2	-5	nt	1.4	-18	16	1.2	-2.5
CC(C)C[C@H](NC(=O)Nc1cccc(Br)c1)C(=O)O	7	1.9	84	-9	5	10	-0.8	-4	2	4.2	-0.3
C=CC[C@@H](CC(=O)N[C@@H](CO)Cc1ccccc1)C(=O)NC[C@H](OC(=O)[C@@H](CC=C)Cc1ccc(F)cc1)c1ccccc1	4	0.2	94	-14	-2	-13	-2.1	0	-8	-0.4	1.6
CCNC(=O)CSc1nnc(CN2CCCCCC2=O)n1-c1ccccn1	-14	3.1	104	14	2	2	0.7	-4	22	2.6	-4.2
Cc1ccn(CCC(=O)O)n1	15	-0.5	106	-11	9	5	1.0	0	17	3.2	-3.2
O=C(CN1C2=NCCN2c2ccccc21)c1ccco1	-3	1.1	nt	0	1	8	-0.3	-2	23	1.6	-4.5
O=C(O)C1CCN(C(=O)c2csc(-c3ccc4c(c3)CCO4)n2)CC1	0	2.8	nt	0	-9	2	-0.3	10	12	2.4	-2.4
CC(C)(C)Cc1nnc(NC(=O)Cc2ccc([N+](=O)[O-])cc2)s1	-9	0.7	99	-3	1	3	5.6	-7	-16	3.9	2.8

Entries above with a halogen:
SMILES	SUMO Mot1 rescue	AddAB inh	Pemphigus Ab inh	PKA-R1A activ	Arrestin-AP2 inh	PfHsp90 set2	E coli growth	Tat export inh	OPRM1-OPRD1 inv	phage Ecoli inh	MOR-DOR ag
Cc1ccnc2nc(C(=O)OCC(=O)c3ccc(Cl)cc3)nn12	-6	3.4	107	3	23	-2	1.4	1	1	-1.9	-0.2
N#Cc1ccccc1NC(=O)Nc1ccc(Cl)cc1	-6	3.5	101	1	11	-2	0.2	1	8	2.5	-1.4
CN1C(N)=NC(=O)/C1=C/c1ccc(F)cc1	-2	2.3	102	nt	4	nt	2.0	nt	nt	1.5	nt
O=C(c1cccc(F)c1)N1CCCC(C(=O)N2CCCCC2)C1 (stereo not drawn)	17	2.9	104	2	6	-12	0.1	-6	15	2.4	-3.0
O=C(NN1C(=O)NC2(CCCCC2)C1=O)c1ccc(-c2ccccc2Cl)o1	-5	1.5	111	1	26	22	-0.9	-6	1	1.3	-0.3
O=C(NCCc1ccccc1)c1cccc(Br)c1	-5	6.7	115	-2	31	-8	4.0	5	6	3.4	-1.1
O=C(Nc1cccc(Cl)c1)Nc1csc([N+](=O)[O-])c1	14	2.4	96	nt	-6	37	-0.2	3	nt	-0.6	nt
CS(=O)(=O)c1nc(-c2ccccc2)cc(C(F)(F)F)n1	70	1.3	nt	-1	17	-5	1.0	1	0	-0.8	0.0
CCN(CC)S(=O)(=O)c1ccc(N2CCOCC2)c(NC(=O)c2cc([N+](=O)[O-])ccc2Cl)c1	13	4.7	99	-20	-1	5	-2.9	-3	3	4.8	-0.5
CC(=O)c1ccc(N2CCN(C(=O)c3cccs3)CC2)c(F)c1	4	3.9	99	-5	24	-7	3.3	-8	18	5.0	-3.7
CC(C)C[C@H](NC(=O)Nc1cccc(Br)c1)C(=O)O	7	1.9	84	-9	5	10	-0.8	-4	2	4.2	-0.3
C=CC[C@@H](CC(=O)N[C@@H](CO)Cc1ccccc1)C(=O)NC[C@H](OC(=O)[C@@H](CC=C)Cc1ccc(F)cc1)c1ccccc1	4	0.2	94	-14	-2	-13	-2.1	0	-8	-0.4	1.6
